# Compound activity as filed in PubChem.
# HCV core dimer: inhibitors of HCV core protein dimerization, primary screen, biochemical, TR-FRET, high-throughput; TR-FRET GST/Flag-core106 dimerization, 1536-well; inhibition, % at 5 µM; 300,000 tested, 0.33% active; AID 1899, 2009;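 active means inhibition above the mean of all tested compounds plus 3 SD, set per screening campaign, cut at about 45% in these data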
#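 Assay system: Tagged HCV core106 pair (GST and Flag) | Buffer or medium: KF-containing HEPES buffer, pH 7.45, DTT, CHAPS, BSA | Also added: Eu donor and XL665 acceptor anti-tag antibodies | Dosing: One concentration, 5 µM, in 0.5% DMSO | Timing: 4 h at 22.5 °C | Technique: TR-FRET 671 and 617 nm emission | Repeats: Singlicate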
# PP1 counter: PP1-alpha phosphatase inhibitors, primary screen, counter-screen for PP5 inhibitor project, biochemical, fluorescence, OMFP substrate, single point; purified PP1alpha; inhibition, % at 6.7 µM; 320,000 tested, 0.9% active; AID 2235, 2010;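 active means inhibition above the mean inhibition of all tested compounds plus 3 SD, computed separately for each screening campaign, cut at about 15% in these data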
# Target sequence (P62136 whole entry, looked up): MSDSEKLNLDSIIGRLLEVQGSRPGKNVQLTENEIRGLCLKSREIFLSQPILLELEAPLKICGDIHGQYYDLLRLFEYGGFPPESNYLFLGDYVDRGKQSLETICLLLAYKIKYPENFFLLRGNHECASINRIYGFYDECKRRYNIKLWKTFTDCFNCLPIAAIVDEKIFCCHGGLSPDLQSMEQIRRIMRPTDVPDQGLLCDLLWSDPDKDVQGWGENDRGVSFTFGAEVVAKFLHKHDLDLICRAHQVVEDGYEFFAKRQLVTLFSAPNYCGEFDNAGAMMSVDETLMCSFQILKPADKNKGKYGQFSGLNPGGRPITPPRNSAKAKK
# PP5 inh: PP5 phosphatase inhibitors, primary screen, biochemical, fluorescence. purified PP5c, OMFP substrate fluorescence. inhibition, % at 6.7 µM. 320,000 tested, 0.18% active;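 active means inhibition above the campaign's mean inhibition across all tested compounds plus 3 SD, cut at about 9.5% in these data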;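 further: 0% = DMSO only and 100% = 100 µM cantharidin control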
# TPT1 inh: Candida albicans TPT1 enzyme inhibitors, primary screen, biochemical, fluorescence polarization | AID 1962, 2009 | inhibition, % at 5 µM | 300,000 tested, 0.81% active | tRNA 2'-phosphotransferase TPT1 (Candida albicans SC5314) | recombinant caTPT1, FP RNA substrate dephosphorylation;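 active means inhibition above the mean of all tested compounds plus 3 SD, set per screening campaign, cut at about 24% in these data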;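 further: plate controls were DMSO alone for no effect and ferristatin control at 100 nM for full effect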
# procasp3 activ: activators of human procaspase-3 D3A mutant, primary screen, biochemical, absorbance, PC-3 D3A mutant, single concentration. activation, % at 8.5 µM. recombinant procaspase-3 D3A, Ac-DEVD-pNA absorbance 405 nm. 330,000 tested, 0.11% active. Caspase-3 (Homo sapiens), P42574;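 active means activation above the mean of all tested compounds plus 3 SD, cut at about 21% in these data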;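 further: 0% = DMSO alone and 100% = DMSO wells spiked with extra 5 µM PC-3 D3A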
# Target sequence (P42574 whole entry D9A/D28A/D175A): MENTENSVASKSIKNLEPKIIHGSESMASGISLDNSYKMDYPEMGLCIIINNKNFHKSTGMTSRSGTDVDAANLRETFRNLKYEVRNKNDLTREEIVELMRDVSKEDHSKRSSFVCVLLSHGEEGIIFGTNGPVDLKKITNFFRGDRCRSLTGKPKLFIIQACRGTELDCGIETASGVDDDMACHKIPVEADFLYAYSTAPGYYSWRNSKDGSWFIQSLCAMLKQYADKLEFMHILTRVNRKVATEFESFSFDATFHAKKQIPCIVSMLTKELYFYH
#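 Assay system – Procaspase-3 D3A mutant, all three cleavage aspartates alanine · Controls – DMSO-only low control, 5 µM PC-3 D3A high control · Schedule – 1 h compound preincubation, 2 h substrate hydrolysis at 25 °C · Signal – 405 nm absorbance of p-nitroaniline, reads at 0 and 120 min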
# procasp7 counter: procaspase-7 activators, primary screen, counter-screen for procaspase-3 activator project, biochemical, absorbance, HTS, human | Caspase-7 (Homo sapiens), P55210 | recombinant procaspase-7, Ac-DEVD-pNA absorbance 405 nm; D23A/D198A/D206A triple mutant, cannot self-cleave; scale: DMSO 0, 5 µM enzyme 100 | activation, % at 8.5 µM | 330,000 tested, 0.093% active | AID 463210, 2010;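 active means percent activation above the screen-wide mean plus 3 SD, cut at about 25% in these data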
# Target sequence (P55210 whole entry D23A/D198A/D206A): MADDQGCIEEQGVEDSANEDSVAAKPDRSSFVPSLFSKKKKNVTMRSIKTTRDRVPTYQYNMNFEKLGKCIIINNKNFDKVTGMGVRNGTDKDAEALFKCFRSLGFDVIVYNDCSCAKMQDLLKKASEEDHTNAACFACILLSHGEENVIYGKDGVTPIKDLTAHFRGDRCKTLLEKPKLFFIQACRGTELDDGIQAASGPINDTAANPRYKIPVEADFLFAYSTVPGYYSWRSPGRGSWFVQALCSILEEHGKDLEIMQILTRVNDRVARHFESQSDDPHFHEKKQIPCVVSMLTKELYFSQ
#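 System: Procaspase-7 triple mutant (PC-7 D3A); measure: % activation from two-timepoint absorbance difference, scaled to controls; times: 1 h compound preincubation, 2 h substrate cleavage, 25 °C; also added: Ac-DEVD-pNA substrate, 400 µM as added; measured by: Epi-absorbance of released pNA at 405 nm, two timepoints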
# CTSL1 counter: Fasciola hepatica cathepsin L1 inhibitors, primary screen, counter-screen for PFM18AAP inhibitor project, biochemical, QFRET, fluorogenic peptide substrate | inhibition, % at 5.96 µM | AID 1906, 2009 | recombinant F. hepatica cathepsin L1, Z-Leu-Arg-MCA fluorescence | 300,000 tested, 0.49% active;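 active means inhibition above the mean of all tested compounds plus 3 SD, set per screening campaign, cut at about 17% in these data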;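 further: 0% = plate median of test compound wells and 100% = 1 µM Z-Phe-Ala-diazomethylketone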
# AHR activator: AHR activators, primary screen, cell-based, luminescence, luciferase reporter, human | Aryl hydrocarbon receptor (Homo sapiens), P35869 | activation, % at 5 µM | 320,000 tested, 2.5% active | AHR-responsive luciferase reporter cells; in the data active means activation above about 47%;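 further: 0% = vehicle wells and 100% = reference agonist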
# PAFAH2 FP inh: PAFAH2 enzyme inhibitors, primary screen, biochemical, fluorescence polarization, human; Platelet-activating factor acetylhydrolase 2, cytoplasmic (Homo sapiens), Q99487; recombinant PAFAH2, FP-rhodamine activity probe; inhibition, % at 3.39 µM; 340,000 tested, 0.99% active; AID 492956, 2010;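 active means inhibition above the mean over all tested compounds plus 3 SD, cut at about 30% in these data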;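 further: inhibitors block probe labeling of enzyme so polarization drops; 0% = enzyme with DMSO and 100% = wells lacking PAFAH2 protein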
# An asterisk follows results filed as active; nt = not tested or not shown.
SMILES,HCV core dimer,PP1 counter,PP5 inh,TPT1 inh,procasp3 activ,procasp7 counter,CTSL1 counter,AHR activator,PAFAH2 FP inh
Cc1ccccc1OC(=O)n1c(=S)oc2cc(Cl)ccc21,-7,-2,0.5,-8,-8,-4,0,3,-2
O=C(Cc1ccc(F)cc1)Nc1ccc2[nH]ncc2c1,-10,0,4.0,1,0,-10,-1,3,-1
COc1ccc(NC(=O)CSC2CC(=O)N(c3ccc4c(c3)OCCO4)C2=O)cc1 (stereo unspecified),3,-1,-1.2,-1,-9,-17,-3,0,2
CC1=NN(c2nc(-c3ccc(C)cc3)cs2)C(=O)C1N=Nc1cccc(C)c1 (stereo unspecified),26,1,1.1,-1,3,9,2,5,12
O=C(/C=C/c1ccccc1)Nc1cc(C(=O)O)cc(C(=O)O)c1,6,-4,3.9,2,-1,-6,1,-3,0
Cc1ccc(S(=O)(=O)N(C)C[C@H]2Oc3c(NC(=O)Nc4cccc5ccccc45)cccc3C(=O)N([C@@H](C)CO)C[C@@H]2C)cc1,nt,nt,nt,nt,8,5,nt,3,-2
O=C(COC(=O)c1cc(S(=O)(=O)N2CCOCC2)c(Cl)cc1Cl)Nc1ncc(C(F)(F)F)cc1Cl,10,2,0.2,-1,9,5,-3,15,6
COC(=O)c1ccccc1OC(=O)c1cccnc1,-3,-3,1.8,-3,1,9,-5,-2,7
OCC[C@@H]1C[C@@H](O)[C@H](O)[C@@]2(CCCO2)O1,4,-4,-0.7,-3,0,8,0,1,-3
CCCc1cc2c(cc1NC(=O)c1ccccc1C)OCO2,-1,2,3.0,-1,-3,5,1,6,5

# By substructure, those above containing a Cl atom
SMILES,HCV core dimer,PP1 counter,PP5 inh,TPT1 inh,procasp3 activ,procasp7 counter,CTSL1 counter,AHR activator,PAFAH2 FP inh
Cc1ccccc1OC(=O)n1c(=S)oc2cc(Cl)ccc21,-7,-2,0.5,-8,-8,-4,0,3,-2
O=C(COC(=O)c1cc(S(=O)(=O)N2CCOCC2)c(Cl)cc1Cl)Nc1ncc(C(F)(F)F)cc1Cl,10,2,0.2,-1,9,5,-3,15,6

# The list continues:
SMILES,HCV core dimer,PP1 counter,PP5 inh,TPT1 inh,procasp3 activ,procasp7 counter,CTSL1 counter,AHR activator,PAFAH2 FP inh
Cc1ccc(-c2nc3ccc(C(=O)O)cc3nc2-c2ccc(C)cc2)cc1,34,-4,1.6,0,0,-6,4,6,1
COCCOC(=O)c1[nH]c2c(c1C)C(=O)CC(c1ccc(F)cc1)C2 (stereo unspecified),1,-3,1.8,-3,-4,5,-6,46,-7
Cc1cccc(-c2nc3ccccc3c(=O)n2NC(=O)c2cccnc2Cl)c1,2,-2,2.1,-2,6,-10,-3,8,-6
CCOc1cc(Cl)c(NC(C)=O)cc1OCC,-4,0,2.5,3,5,6,-1,1,0
CCCN=C1N/C(=C\c2ccco2)C(=O)N1c1ccccc1,-9,-3,-1.4,1,-17,-9,9,0,-4
CCN1CCN(C(=O)c2ccc(Sc3ccccc3Cl)c([N+](=O)[O-])c2)CC1,-2,3,0.8,1,-9,4,-3,-3,6
COc1cccc(C(=O)Nc2ccc(S(=O)(=O)Nc3nccc(C)n3)cc2)c1,0,-1,-0.1,2,-1,11,4,3,-1
COc1cc2c(cc1OC)C(C(=O)NCCN1CCOCC1)C1c3ccccc3CCN1C2=O (stereo unspecified),-5,1,3.8,-1,-1,2,-1,2,5
Cc1cc(S(=O)(=O)N2CCCCC2)c(C)s1,-9,-2,2.8,-8,6,-2,1,3,-2
Cc1c(C(C)C[C@H](C)O)oc(=O)c2c1Oc1c(C)c(C(C)C[C@H](C)O)oc(=O)c1C2 (stereo partly specified),nt,-2,0.0,nt,1,-2,nt,2,0
COC(=O)c1cc(S(=O)(=O)N2CCN(c3ccc(C(C)=O)cc3)CC2)c[nH]1,1,0,1.1,-2,7,-2,-5,1,-1
O=C(NCCCl)C1Cc2c(ccc3ccccc23)O1 (stereo unspecified),0,0,-0.8,3,9,4,-9,2,7
OC1(c2cccnc2)CCN(Cc2nnnn2Cc2ccccc2)CC1,-4,0,7.7,0,3,6,-5,-1,-5
Cc1ccc(N(CC(=O)NCCc2ccccc2)S(=O)(=O)c2c(C)noc2C)cc1,0,-4,4.6,-1,2,13,-2,3,9
CCOC(=O)c1sc(NC(=O)c2ccc(CC)s2)nc1C,-5,0,2.1,-2,8,6,1,-8,-7
O=C(C1=C[C@@H](c2ccc(C(F)(F)F)cc2)C[C@@H](OCc2ccc(CO)cc2)O1)N1CCN(Cc2ccccc2)CC1,-3,4,6.6,4,-1,-2,3,2,-4
Cc1cc(C)n(CC(=O)NNC(=O)COc2ccc(F)cc2Br)n1,nt,-4,-1.3,nt,2,-4,nt,1,-6
Cc1ccc2nc(-c3ccc(SCC(=O)Nc4cc(C)on4)nc3)[nH]c2c1,0,-2,1.1,-4,4,1,3,6,1
COc1ccc(C2CC(c3ccc(Cl)c(Cl)c3)Nc3nc(N)nn32)cc1 (stereo unspecified),-6,4,0.4,-1,11,-4,4,0,5
CC(C)=CC(=O)OCC(=O)Nc1cc([N+](=O)[O-])ccc1F,-3,-1,2.5,3,-10,2,-10,2,62*

# Exported with bars between the fields: 6 of the compounds above
SMILES | HCV core dimer | PP1 counter | PP5 inh | TPT1 inh | procasp3 activ | procasp7 counter | CTSL1 counter | AHR activator | PAFAH2 FP inh
O=C(NCCCl)C1Cc2c(ccc3ccccc23)O1 (stereo unspecified) | 0 | 0 | -0.8 | 3 | 9 | 4 | -9 | 2 | 7
OC1(c2cccnc2)CCN(Cc2nnnn2Cc2ccccc2)CC1 | -4 | 0 | 7.7 | 0 | 3 | 6 | -5 | -1 | -5
Cc1ccc(N(CC(=O)NCCc2ccccc2)S(=O)(=O)c2c(C)noc2C)cc1 | 0 | -4 | 4.6 | -1 | 2 | 13 | -2 | 3 | 9
CCOC(=O)c1sc(NC(=O)c2ccc(CC)s2)nc1C | -5 | 0 | 2.1 | -2 | 8 | 6 | 1 | -8 | -7
O=C(C1=C[C@@H](c2ccc(C(F)(F)F)cc2)C[C@@H](OCc2ccc(CO)cc2)O1)N1CCN(Cc2ccccc2)CC1 | -3 | 4 | 6.6 | 4 | -1 | -2 | 3 | 2 | -4
Cc1cc(C)n(CC(=O)NNC(=O)COc2ccc(F)cc2Br)n1 | nt | -4 | -1.3 | nt | 2 | -4 | nt | 1 | -6

# The main list resumes, starting two compounds before the break.
SMILES,HCV core dimer,PP1 counter,PP5 inh,TPT1 inh,procasp3 activ,procasp7 counter,CTSL1 counter,AHR activator,PAFAH2 FP inh
COc1ccc(C2CC(c3ccc(Cl)c(Cl)c3)Nc3nc(N)nn32)cc1 (stereo unspecified),-6,4,0.4,-1,11,-4,4,0,5
CC(C)=CC(=O)OCC(=O)Nc1cc([N+](=O)[O-])ccc1F,-3,-1,2.5,3,-10,2,-10,2,62*
C#CCOC(=O)Nc1cnccc1C(F)(F)F,1,-2,0.5,1,-11,5,0,3,4
Cc1ccc(NS(=O)(=O)c2ccc(-n3cccn3)cc2)nc1,-6,2,0.5,2,3,-10,-2,1,-5
CC(=O)c1cccc(N(CC(=O)NC2CCCCC2)C(=O)Cn2nnc(-c3ccccc3)n2)c1,9,-2,3.0,0,-2,-1,-3,3,4
CCOc1ccc(N(C)S(=O)(=O)c2ccc3[nH]cc(C(=O)NCCOC)c(=O)c3c2)cc1,6,5,-0.3,-1,-1,2,4,30,-2
Cc1ccc(N/C=C/C(=O)C(C)(C)C)c(O)c1,-3,-6,-0.7,0,-2,-7,-2,29,4
CCN(CC)c1ccc(NC2CC(=O)N(CCc3ccc(OC)cc3)C2=O)cc1 (stereo unspecified),11,0,-1.4,4,-15,-24,-4,2,5
COc1ccc([C@@H]2C=C(C(=O)O)O[C@H](OCCCCO)C2)cc1,-6,-2,1.2,3,1,-4,-1,2,-3
NC(=O)C1CCN(C(=O)NC2CC(=O)N(c3ccc4c(c3)OCCO4)C2)CC1 (stereo unspecified),-2,-1,-2.6,0,-7,7,2,-2,3
COc1ccc(CNC(=O)CCn2c(C)csc2=O)cc1,nt,-3,-1.6,nt,8,6,nt,1,13
COc1cc(NC2c3ccccc3C(=O)N2c2cc(C)ccn2)cc(OC)c1OC (stereo unspecified),-14,2,1.9,9,-5,2,-3,7,4
COc1ccc(CC(=O)NCCc2ccc(S(N)(=O)=O)cc2)cc1,1,1,-0.7,-1,2,1,-1,0,-4
Cc1cc(C)n2nc(-c3cccnc3)nc2n1,-1,0,2.9,-1,8,5,-1,14,11
O=C(N/N=C/c1ccncc1)c1cc([N+](=O)[O-])cc([N+](=O)[O-])c1O,6,0,-0.5,-1,4,1,2,4,-5
O=C(C1CCN(S(=O)(=O)N2CCCC2)CC1)N1CCCCC1,1,0,-1.7,1,2,0,2,0,0
CCn1c(SCC(=O)Nc2cccnc2Cl)nnc1-c1ccccc1,0,0,-2.4,2,-1,10,-1,2,-3
O=C1ON=C(c2ccc(Cl)c([N+](=O)[O-])c2)/C1=C/c1cccc([N+](=O)[O-])c1O,nt,-1,0.3,nt,0,11,nt,1,-3
O=C(N/N=C/c1ccccc1)c1ccc(OCc2ccccc2)cc1,10,-4,-2.0,-2,-8,3,0,8,-3
O=C(CN1CCN(Cc2ccccc2)CC1)N1CCCc2ccccc21,5,-2,1.4,-5,3,3,-3,5,-3
CC(C)(C)NC(=O)CN1CCCN(C(=O)c2cccc(S(=O)(=O)N3CCc4ccccc43)c2)CC1,nt,-4,3.7,nt,4,6,nt,11,4
NS(=O)(=O)c1cccc(NC(=O)c2cccc(N3C(=O)c4ccccc4C3=O)c2)c1,nt,nt,nt,nt,6,-3,nt,1,0
CN1CCN(CCCNC(=O)c2ccc3c(c2)N(Cc2ccccc2)CCS3)CC1,-1,-9,2.0,0,-2,-10,0,6,2
COc1ccc(N2CC(C(=O)N[C@H](C(=O)NC(C)c3ccccc3)C(C)C)CC2=O)cc1 (stereo partly specified),3,-5,-1.4,-2,10,3,2,0,3
